# Source: PubChem BioAssay
# HP1b binding inh – HTS for Inhibitors of HP1-beta Chromodomain Interactions with Methylated Histone Tails; Chromobox protein homolog 1 (Homo sapiens), P83916; AID 540317, 2011; AlphaScreen HP1-beta / biotin-H3K9me3 peptide binding; 390,000 compounds, 0.56% hits; Potency, µM (highest dose often 114 µM), for the others: top-dose activity change, negative = inhibition, usual class: inhibitors; also: nearly all actives have a fitted effect of over 70% in size; inactives centre near 23
# Target sequence (P83916 whole entry, looked up): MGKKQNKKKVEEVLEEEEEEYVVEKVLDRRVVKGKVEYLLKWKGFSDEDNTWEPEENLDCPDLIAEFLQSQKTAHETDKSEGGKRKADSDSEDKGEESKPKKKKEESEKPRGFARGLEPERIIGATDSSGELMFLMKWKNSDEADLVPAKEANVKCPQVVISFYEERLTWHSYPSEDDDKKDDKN
#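 AlphaScreen: HP1-beta (50 nM) preformed 30 min with biotin-H3(1-18)K9me3 peptide (50 nM) in PBS pH 7.4, 0.01% Tween-20. Compound added for 30 min at RT, then streptavidin donor/nickel chelate acceptor beads (10 ug/mL) for 30 min.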
# rTrxR1 inhibitor – qHTS Assay for Inhibitors of Mammalian Selenoprotein Thioredoxin Reductase 1 (TrxR1): qHTS; Thioredoxin reductase 1, cytoplasmic (Rattus norvegicus), O89049; recombinant rTrxR1, NADPH fluorescence consumption, selenite substrate; Potency, µM (series often up to 114 µM), for inactives: at the top dose activity change, negative = inhibition, usual class: inhibitors; 390,000 compounds, 1% hits; AID 588453, 2011; also: % is scaled to controls: 0 for no effect and ±100 for the full control effect; nearly all actives have a fitted effect of over 65% in size
#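 Rat TrxR1 (90 nM in the dispensed reagent) was pre-reduced with 400 uM NADPH for 5 min at room temperature, then incubated with compound for 15 min. After 400 uM selenite was added, NADPH fluorescence (Ex 340/Em 450 nm) was followed for 8 min.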
# ERG-DNA inh – qHTS for Small Molecule Inhibitors of the ERG Ets/DNA interaction; Transcriptional regulator ERG (Homo sapiens), P11308; 370,000 compounds, 0.028% hits; fluorescence polarization, His-ERG Ets domain / labelled DNA; Potency, µM (series often up to 76.9 µM), inactives show at the highest dose FP activity, negative = inhibition, actives largely listed as inhibitors; active = well fitted inhibition curve with a large enough effect in the polarisation, with a control signal flat; inconclusive = small, poorly fitted or top-dose-only effect, or effect the other way, or a change in a side signal; inactive = no such curve, though single readings can be large or run the other way; the % refers to the polarisation;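 also: polarization taken with two DNA probes labelled with fluorescein and Texas red; % of control where 0% means no effect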
#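 His-tagged ERG Ets domain (1 uM in the protein solution; 300mM KCl, 50mM Tris-HCl, 1mM EDTA, 1mM DTT, pH 7.5) received compound, then a probe mix of 5 nM fluorescein-DNA and 100nM Texas-615-DNA. Fluorescence polarization was read for both dyes.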
# RGS4 inhibitor – Inhibitors of Regulator of G Protein Signaling (RGS) 4: qHTS | Transcreener GDP fluorescence polarization, RGS4-accelerated GTP hydrolysis | AID 504845, 2011 | Potency, µM (top dose mostly 114 µM), for the others: at the top dose activity change, negative = inhibition, hits mostly inhibitors | 390,000 compounds, 0.039% hits | Regulator of G-protein signaling 4 (Homo sapiens), P49798; also: % is scaled to controls: 0 for no effect and ±100 for the full control effect; nearly all actives have a fitted effect of over 75% in size; some results filed as inactive show a strong effect at the top dose
#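 MLSMR compounds (23 nl, pin-transferred) preincubated 10 min at room temperature with a 500nM (2x) first reagent, then RGS4 at 900nM (2x) plus Transcreener GDP mix added; fluorescence polarization (620/688 nm) read before and after 90 min at 30 °C.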
# 12-LOX inh – Primary qHTS assay for inhibitors of human arachidonate 12S-lipoxygenase (ALOX12): Round 2; Polyunsaturated fatty acid lipoxygenase ALOX12 (Homo sapiens), P18054; purified 12hLO, xylenol orange hydroperoxide absorbance; Potency, µM (titrated, usually from 108 µM), for inactives: top-dose activity change, negative = inhibition, usual class: inhibitors; 580,000 compounds, 1.1% hits; also: % is scaled to controls: 0 for no effect and ±100 for the full control effect
#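 Purified human 12hLO at 150 nM in 25 mM Hepes, 0.01% Triton X-100, pH 7.0, preincubated 15 min at room temperature with compound. Reaction started with 40 uM arachidonic acid, 30 min at room temperature. Hydroperoxide measured by Fe-xylenol orange, 573/405 nm absorbance ratio.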
# PGK inhibitor – qHTS Assay to Find Inhibitors of Phosphoglycerate Kinase; 380,000 compounds, 0.043% hits; PGK/GAPDH coupled, Kinase-Glo luminescence, 60 min; Potency, µM (doses to about 57.5 µM), without a hit: at the highest dose activity change, negative = inhibition, most hits filed as inhibitors; Phosphoglycerate kinase, glycosomal (Trypanosoma brucei brucei), P07378; also: % is scaled to controls: 0 for no effect and ±100 for the full control effect; nearly all actives have a fitted effect of over 60% in size
#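 Luminescent ATP detection (Kinase-Glo Plus) follows a 60-minute room-temperature incubation, with wells lacking PGK as controls. Buffer: 100 mM TEA (pH 7.6), 5 mM MgCl2, 0.01% Tween-20. Coupling enzyme GAPDH (100 nM final) supplies unstable 1,3-BPG in-well.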
# GLS inhibitor – qHTS for Inhibitors of Glutaminase (GLS) | GLS enzymatic activity, qHTS titration | Glutaminase kidney isoform, mitochondrial (Homo sapiens), O94925 | Potency, µM (highest dose often 45.5 µM), for inactives: at the highest dose activity change, negative = inhibition, most hits filed as inhibitors | 410,000 compounds, 0.21% hits; also: % is scaled to controls: 0 for no effect and ±100 for the full control effect
# Target sequence (O94925 whole entry, looked up, canonical isoform): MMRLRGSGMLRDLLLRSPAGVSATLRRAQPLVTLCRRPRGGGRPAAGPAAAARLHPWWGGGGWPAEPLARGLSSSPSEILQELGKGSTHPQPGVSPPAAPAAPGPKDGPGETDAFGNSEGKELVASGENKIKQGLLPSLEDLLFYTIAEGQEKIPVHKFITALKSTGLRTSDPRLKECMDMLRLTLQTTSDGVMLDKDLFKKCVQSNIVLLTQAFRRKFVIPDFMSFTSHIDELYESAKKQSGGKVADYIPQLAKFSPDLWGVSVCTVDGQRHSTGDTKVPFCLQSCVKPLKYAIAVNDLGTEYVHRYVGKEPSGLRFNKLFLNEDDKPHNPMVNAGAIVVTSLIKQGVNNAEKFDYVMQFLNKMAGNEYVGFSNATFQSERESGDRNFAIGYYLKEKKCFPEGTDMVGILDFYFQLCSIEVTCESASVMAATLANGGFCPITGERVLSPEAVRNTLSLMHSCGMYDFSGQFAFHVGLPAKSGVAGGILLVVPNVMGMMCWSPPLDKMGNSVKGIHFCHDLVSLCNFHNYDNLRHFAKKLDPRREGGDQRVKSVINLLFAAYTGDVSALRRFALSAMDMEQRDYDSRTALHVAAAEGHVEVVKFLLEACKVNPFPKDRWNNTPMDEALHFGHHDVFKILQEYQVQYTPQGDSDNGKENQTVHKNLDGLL
#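 Compounds were pin-transferred onto hKGA, after which L-glutamine (1 mM solution) and a detection mix of glutamate oxidase, HRP and Amplex Red were added. Initial and 30 min RT fluorescence reads were collected.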
# JMJD2A Tudor – qHTS Assay for Inhibitors of JMJD2A-Tudor Domain; Lysine-specific demethylase 4A (Homo sapiens), O75164; AlphaScreen JMJD2A-Tudor / H3K4me3 peptide binding; Potency, µM (series often up to 114 µM), for inactives: at the top dose activity change, negative = inhibition, most hits filed as inhibitors; 390,000 compounds, 4.4% hits; also: % is scaled to controls: 0 for no effect and ±100 for the full control effect; nearly all actives have a fitted effect of over 50% in size
# Pin1 inh – qHTS Assay to Find Inhibitors of Pin1. Peptidyl-prolyl cis-trans isomerase NIMA-interacting 1 (Homo sapiens), Q13526. Pin1 FP peptide displacement, HiFluor488, 10 min. Potency, µM (series often up to 115 µM), inactives show at the highest dose activity, negative = inhibition, usual class: inhibitors. 390,000 compounds, 0.009% hits; active = well fitted inhibition curve with a large enough effect in the polarisation, with a control signal flat, not every such curve was filed as active; inconclusive = small, poorly fitted or top-dose-only effect, or effect the other way, or a change in a side signal; inactive = no such curve, though single readings can be large or run the other way; the % refers to the polarisation; also: % is scaled to controls: 0 for no effect and ±100 for the full control effect
# Target sequence (Q13526 whole entry, looked up): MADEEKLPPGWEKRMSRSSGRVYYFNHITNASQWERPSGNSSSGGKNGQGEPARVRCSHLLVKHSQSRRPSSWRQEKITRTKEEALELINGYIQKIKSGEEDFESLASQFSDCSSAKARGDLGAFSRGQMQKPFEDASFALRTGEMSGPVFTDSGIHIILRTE
# Active calls of the source: *; i = inactive; u = inconclusive; x = not tested or not shown; & = joins results of further samples; [ ] = another dose, or the depositor's remark. Unless noted, calls follow the shape of the dose curve; as a rule, active = well fitted curve in the direction sought with a large enough effect; inconclusive = small, poorly fitted or top-dose-only effect, or another doubt; inactive = no such curve, though single readings can be large; an effect the other way counts as inactive or inconclusive. Potency is read from the fitted curve at half-maximal effect. Not all compounds are listed; rates above refer to the full screens.
SMILES,HP1b binding inh,rTrxR1 inhibitor,ERG-DNA inh,RGS4 inhibitor,12-LOX inh,PGK inhibitor,GLS inhibitor,JMJD2A Tudor,Pin1 inh
COc1ccc(C2=Nn3c(nnc3-c3ccccc3)SC2)cc1OC,24%,19%,5%,-14%,-28%,-5%,-6%,-8%,-1%
Cc1cc(-c2ccc(C)c(S(=O)(=O)N(C)c3ccc(C)c(C)c3)c2)on1,77%[activator],18%[57.1 µM],0%,-5%,u,7%,2%,26%,u
CCN1CCCC1CNC(=O)c1cc2cc(F)ccc2[nH]1 (stereo unspecified),14%,15%,8%,-9%,11%,i,3%,-35%,-13%
CC1CCCCC1NC(=O)COC(=O)c1ccc2c(c1Cl)C(=O)c1ccccc1C2=O (stereo unspecified),2%,-14%,8%,7%[11.4 µM],-15%,-2%,-5%,u,-6%
O=C(Nc1nc2ccc(F)cc2s1)c1cccc(S(=O)(=O)N2CCc3ccccc32)c1,14%,17%,x,17%,u,-4%,3%,-17%,70%[activator]
Cc1nn(Cc2ccccc2)c(C)c1C(=O)OCC(=O)c1cc(C)n(C2CC2)c1C,3%,22%,3%,-13%,8%,0%,-4%,-30%,23%
COC(=O)c1cc(S(=O)(=O)NCC2CCN(Cc3cccc(Cl)c3)CC2)c[nH]1,18%[57 µM],18%,-12%,6%,-7%&-2%,-7%,2%,-18%,-3%
Cc1nnc(SCC(=O)NCc2ccccc2)[nH]c1=O,21%,4%,-8%,1%,-1%,-2%,5%,-11%,5%
Cc1ccc(Cl)cc1N1CCN(C(=O)CSc2nnc3n2C(C)(C)Cc2ccccc2-3)CC1,41%[activator],5%,-16%,7%,8%,-8%,-10%,89µM*,1%
COc1ccc(OC)c(-c2cc(C3CCN(C(=O)OC(C)(C)C)CC3)[nH]n2)c1,5%,-12%,6%,44%,-1%,0%,3%,u,7%
C=CCn1cc(Cl)c(=O)n(CC=C)c1=O,3%,5%,x,-5%,12%,3%,17%,-16%,2%
Cn1cnnc1SCc1ccccc1,11%,-4%,4%,6%,299%[activator],-3%,4%,-19%,1%
CN1CCCN(C(=O)c2cccc3ccccc23)CC1,42%[activator],-14%,-22%,24%,7%,-3%,-3%,-14%,-2%
COc1ccc(CCN2C(=O)CC(NNC(=O)c3cccc(O)c3)C2=O)cc1 (stereo unspecified),18%,-1%,-15%,-18%,-6%,-9%,34%,-13%,-1%
CCN(CC)CCCNC(=O)CN1C(=O)COc2ccc(S(=O)(=O)N3CCC(C)CC3)cc21,52%[activator],8%,-8%,-1%,-1%,-4%,0%,6%,-5%
CC(C)c1cnc2c(c1SCC(=O)NC(C)(C)C)c(=O)n(C)c(=O)n2C,26%[57 µM],11%[57.1 µM],4%,6%,0%,-2%,8%,4%,5%
CC[C@H](C)[C@H](NC(N)=O)C(=O)Nc1ccc2c(c1)OCO2,32%,3%,-5%,4%,-2%,-9%,-7%,-10%,0%
COC(=O)c1ccn(Cc2ccccc2Cl)n1,24%,15%[57.1 µM],-12%,-23%,-4%&2%,i,4%,3%,1%
Cc1cccc(OCCOCCN2CCOCC2)c1C,8%,15%,x,33%,14%,-9%,-1%,-6%,-7%
COc1ccc(NC(=O)C2C(=O)NC3(C)CC2c2ccccc2O3)cc1 (stereo unspecified),8%,-8%,-1%,15%,139%[activator],2%,6%,-9%,0%
Cc1ccc(C2(C)NC(=O)N(CC(=O)NCc3ccccc3Cl)C2=O)cc1 (stereo unspecified),42%[activator],3%[57.1 µM],-1%,-15%,15%,-4%,u,-6%,3%
O=C(Cn1c(-c2cscn2)nc2ccccc21)Nc1ccccc1F,26%,15%,-2%,-9%,13%,2%,-16%,-10%,-3%
Cc1nc2cc(OCc3cc(C(=O)NC(C)c4cnn(C)c4)no3)ccc2s1 (stereo unspecified),15%,2%,-4%,-19%,0%,i,0%,3%,-7%
Cc1cc(=O)[nH]c(SCc2nnnn2-c2ccc(Cl)cc2)n1,37%,0%,x,-13%,-21%,1%,4%,-13%,4%
CCn1c(=N)n(CC(=O)c2cccc([N+](=O)[O-])c2)c2ccccc21,21%,8%,-4%,4%,-10%,7%,18%,-18%,1%

# Rewritten bar-delimited: part of the list above.
SMILES | HP1b binding inh | rTrxR1 inhibitor | ERG-DNA inh | RGS4 inhibitor | 12-LOX inh | PGK inhibitor | GLS inhibitor | JMJD2A Tudor | Pin1 inh
Cc1ccc(C2(C)NC(=O)N(CC(=O)NCc3ccccc3Cl)C2=O)cc1 (stereo unspecified) | 42%[activator] | 3%[57.1 µM] | -1% | -15% | 15% | -4% | u | -6% | 3%
Cc1cc(-c2ccc(C)c(S(=O)(=O)N(C)c3ccc(C)c(C)c3)c2)on1 | 77%[activator] | 18%[57.1 µM] | 0% | -5% | u | 7% | 2% | 26% | u
CCn1c(=N)n(CC(=O)c2cccc([N+](=O)[O-])c2)c2ccccc21 | 21% | 8% | -4% | 4% | -10% | 7% | 18% | -18% | 1%
COC(=O)c1cc(S(=O)(=O)NCC2CCN(Cc3cccc(Cl)c3)CC2)c[nH]1 | 18%[57 µM] | 18% | -12% | 6% | -7%&-2% | -7% | 2% | -18% | -3%
CCN(CC)CCCNC(=O)CN1C(=O)COc2ccc(S(=O)(=O)N3CCC(C)CC3)cc21 | 52%[activator] | 8% | -8% | -1% | -1% | -4% | 0% | 6% | -5%

# (continued)
SMILES,HP1b binding inh,rTrxR1 inhibitor,ERG-DNA inh,RGS4 inhibitor,12-LOX inh,PGK inhibitor,GLS inhibitor,JMJD2A Tudor,Pin1 inh
CCCCSc1nnc2[nH]c(=O)cc(C)n12,49%[activator],15%[57.1 µM],-3%,30%,-27%,i,4%,0%,-3%
O=C(N=Nc1c(O)[nH]c2ccc(F)cc12)C1COc2ccccc2O1 (stereo unspecified),-10%,21%[57.1 µM],12%,-35%[56.9 µM],4%,-1%,0%,u,-11%
Cc1ccc(NC(=O)CSCc2cc(=O)n3cc(C)sc3n2)cc1,76%[activator],-21%,0%,-7%[56.9 µM],13%,-6%,2%,-1%,-10%
CCn1ccc2cc(S(=O)(=O)N3CCC(C(=O)NCCc4ccccc4)CC3)ccc21,11%[57 µM],15%[57.1 µM],1%,7%,-15%,-4%,-2%,-19%,4%
Cc1cc(SCC(=O)Nc2ccc(F)cc2F)nc(=O)[nH]1,15%,12%[57.1 µM],1%,-11%,u,-5%,-25%,-36%,31%[activator]
CCOC(=O)Cc1ccc(NC(=O)N2CC(C)Oc3ccc(Cl)cc32)cc1 (stereo unspecified),58%[activator],2%,1%,6%,-14%,-3%,-11%,4%,-8%
COC(=O)c1ccc(NC(=O)CSc2nc3ccccc3c(=O)[nH]2)cc1,16%,5%,-2%,12%,-4%,12%,1%,-6%,3%
CC1OC1c1ccc(-c2ccc(C3OC3C)cc2)cc1 (stereo unspecified),-26%,-15%,-5%,19%,22%,-2%,-7%,-9%,-18%
O=C(NCC1(N2CCOCC2)CCCCC1)c1cccc(S(=O)(=O)Nc2ccc(F)cc2)c1,12%,-14%,-9%,-1%,-13%,i,0%,-25%,-1%
O=C(O)CSCc1ccc(Cl)cc1,40%[activator],u,3%,4%[11.4 µM],-1%,0%,1%,-18%[11.4 µM],9%
CCOC(=O)c1cn(-c2ccc([N+](=O)[O-])cc2)c2cc(Cl)c([N+](=O)[O-])cc2c1=O,27%,-3%,-2%,7%,-2%,-2%,11%,-7%,-3%
COc1cc(NC(=O)COC(=O)CNC(=O)c2ccc(C)s2)cc(OC)c1,u,5%[57.1 µM],-3%,u,-6%,2%,7%,-8%[11.4 µM],-5%
Cc1nn2c(NCC(C)C)c3c(nc2c1-c1ccccc1)CCC3,40%[activator],21%[57.1 µM],-3%,1%,x,2%,-3%,1%,3%
Cc1ccc(NC(=O)CCN2CCC(C(N)=O)CC2)cc1,30%,13%,18%,-25%,48%[activator],-7%,1%,-11%,-5%
COc1ccc(OCC(=O)Nc2ccc3oc(=O)ccc3c2)cc1,18%,-5%,19%,20%,-13%,-6%,6%,-8%,u
CN(Cc1ccccc1Cl)C(=O)C1CCC(=O)N(C2CCCCCC2)C1 (stereo unspecified),33%,-1%,-3%,6%,12%,2%,0%,-14%,1%
